Shiga toxin inh = Shiga toxin inhibition; Vero cells, Shiga toxin protein synthesis inhibition reporter; inhibition, % at 38.7 µM; 9.2% of 290,000 active; AID 2315; in the data active = inhibition mostly above about 28%, no sharp cut-off; inactive = mostly below about 43%; also: 0% is about no effect
AmpC inh detg = inhibitors of E. coli AmpC beta-lactamase with detergent; AmpC hydrolysis of nitrocefin, absorbance 480 nm, 0.01% Triton; 0.041% of 370,000 active; P00811; Potency, µM (top dose mostly 114 µM), inactives show at the highest dose activity change, negative = inhibition, actives largely listed as inhibitors;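 also: potency is read from the fitted curve at half-maximal effect; 0% = no-compound wells and -100% = no-enzyme wells; nearly all actives have a fitted effect of over 25% in size; some results filed as inactive show a strong effect at the top dose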
Target sequence (P00811 whole entry, looked up): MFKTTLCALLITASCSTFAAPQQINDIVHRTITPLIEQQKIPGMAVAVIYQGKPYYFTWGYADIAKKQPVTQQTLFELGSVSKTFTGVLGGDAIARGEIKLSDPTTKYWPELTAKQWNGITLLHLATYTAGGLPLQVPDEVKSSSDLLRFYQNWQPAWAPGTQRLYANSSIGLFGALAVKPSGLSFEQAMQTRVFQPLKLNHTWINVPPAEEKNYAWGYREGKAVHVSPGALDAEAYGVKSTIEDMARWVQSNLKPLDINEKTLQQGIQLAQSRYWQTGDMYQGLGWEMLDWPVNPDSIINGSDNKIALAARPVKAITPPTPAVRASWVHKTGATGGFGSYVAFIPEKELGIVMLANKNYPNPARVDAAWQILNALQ
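20 mM phosphate pH 7.0 + 0.01% (detergent screen) or 0.0001% Triton X-100; 5.3 nM AmpC reagent; cpd preinc 15 min RT; nitrocefin (800 uM stock) to start; A480 q20 s × 4 min; Activity was normalised to no-enzyme and no-compound control wells.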
AMA1-RON2 inh = disrupts binding of P. falciparum AMA1 to RON2; 0.2% of 360,000 active; AlphaScreen AMA1-biotinylated RON2 peptide binding; Potency, µM (highest dose often 58.2 µM), inactives show top-dose activity change, negative = inhibition, hits mostly inhibitors;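 also: potency is read from the fitted curve at half-maximal effect; 0% = vehicle wells and -100% = peptide control; nearly all actives have a fitted effect of over 45% in size; some results filed as inactive show a strong effect at the top dose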
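AMA1 (3D7) with his tag at 25 nM final met compounds first, then biotinylated RON2 peptide at 25 nM; detection used donor plus acceptor beads, 10 µg/mL apiece, read by AlphaScreen after 30 min at room temperature.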
FBPA Giardia inh = blocks Giardia fructose-bisphosphate aldolase activity. AID 2451. purified Giardia FBPA. 0.71% of 290,000 active. Potency, µM (highest dose often 59.6 µM), for inactives: at the highest dose activity, negative = inhibition, hits mostly inhibitors; also: potency is read from the fitted curve at half-maximal effect; % is scaled to controls: 0 for no effect and ±100 for the full control effect; nearly all actives have a fitted effect of over 55% in size
Target sequence (A8B2U2 whole entry, looked up): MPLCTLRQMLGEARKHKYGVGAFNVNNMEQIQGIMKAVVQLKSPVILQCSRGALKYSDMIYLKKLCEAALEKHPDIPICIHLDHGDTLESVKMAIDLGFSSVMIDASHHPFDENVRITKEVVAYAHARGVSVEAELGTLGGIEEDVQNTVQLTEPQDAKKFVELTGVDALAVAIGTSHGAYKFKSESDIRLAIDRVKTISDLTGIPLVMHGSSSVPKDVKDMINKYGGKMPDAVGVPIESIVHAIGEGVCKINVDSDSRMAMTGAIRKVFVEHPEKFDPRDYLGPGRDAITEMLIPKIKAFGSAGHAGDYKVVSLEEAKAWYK
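40 nM FBPA preincubated 10 min at RT with compound (up to 57.5 uM final), then substrate plus GAPDH/TPI/NAD/arsenate coupling and diaphorase/resazurin added. Fluorescence read after 20 min at RT, 525/598 nm.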
HCMV antiviral = inhibitors of human cytomegalovirus; HFF cells, HCMV-luciferase reporter, 72 h; active compounds read low; activity change, negative = inhibition, % at 57.5 µM; 4.5% of 410,000 active; AID 1259415; in the data active = activity change below about -60%; inconclusive = no clear call, values can overlap the other calls; inactive = above about -39%; also: % is scaled to controls: 0 for no effect and ±100 for the full control effect
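Cell-based, HFFs, 1000 cells/well, 16 h 37C; cpds in DMSO + HCMV-luc, MOI 1 PFU/cell; 72 h 37C; OneGlo luminescence after 5 min RT; norm. to buffer vs Salinomycin 10uM.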
AmpC no deterg = inhibitors of E. coli AmpC beta-lactamase without detergent; AmpC nitrocefin hydrolysis, absorbance 480 nm, 0.0001% Triton; 0.52% of 330,000 active; P00811; Potency, µM (series often up to 57.1 µM), for inactives: top-dose activity change, negative = inhibition, actives largely listed as inhibitors;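 also: potency is read from the fitted curve at half-maximal effect; plate controls were no compound for no effect and no enzyme for full effect; nearly all actives have a fitted effect of over 20% in size; some results filed as inactive show a strong effect at the top dose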
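20 mM phosphate pH 7.0 + 0.01% (detergent screen) or 0.0001% Triton X-100; 5.3 nM AmpC reagent; cpd preinc 15 min RT; nitrocefin (800 uM stock) to start; A480 q20 s × 4 min; Activity was normalised to no-enzyme and no-compound control wells.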
CHX counter = affects cycloheximide protein synthesis inhibition readout, counter-screen; cell reporter, cycloheximide protein synthesis inhibition counterscreen; max response, %; 12% of 300,000 active; AID 2314; in the data active = max response mostly above about 13%, no sharp cut-off; inactive = mostly below about 14%; also: read at 38.3 µM for the half of the compounds with a filed dose; 0% is about no effect
* hit, by the source's call; u = inconclusive; x = no result given; [ ] = remark or other dose. Unless noted, calls follow the shape of the dose curve; as a rule, active = well fitted curve in the direction sought with a large enough effect; inconclusive = small, poorly fitted or top-dose-only effect, or another doubt; inactive = no such curve, though single readings can be large; an effect the other way counts as inactive or inconclusive.

mol	Shiga toxin inh	AmpC inh detg	AMA1-RON2 inh	FBPA Giardia inh	HCMV antiviral	AmpC no deterg	CHX counter
CN1CN=C(NS(=O)(=O)c2ccc([N+](=O)[O-])cc2)NC1	-15.3	-0.1%	-1.4%	x	7.2	-7.5%	-3.3
CC1(C)CC(CC(=O)Nc2ccccc2[N+](=O)[O-])C(=O)O1 (stereo not given)	-7.3	u	-5.9%	7.4%	-16.8	-8.9%	-5.2
O=C(CSCc1cc(=O)n2nc(C3CC3)sc2n1)Nc1ccccc1Cl	-6.5	0.1%	-2.8%	x	-26.7	-18.7%	-0.4
COc1cccc(/C=N/n2cnc3c(cnn3-c3ccccc3)c2=O)c1	25.1	4.7%	23.0%	-0.8%	-21.8	-10.1%	7.6
CCn1c(COc2ccc(C)cc2)nnc1SCC(=O)Nc1ccc2c(c1)OCCO2	4.5	u	6.2%	-7.6%	31.3	7.9%	10.8
Cc1ccccc1-c1noc(-c2cccs2)n1	86.9*	-11.7%	35.0%[activator]	5.9%	27.1	-19.3%	55.0*
CCOC(=O)c1ccc(Nc2nc(N3CCOCC3)nc(N3CCOCC3)n2)cc1	-2.4	-15.0%	-3.9%	-25.4%	-36.1	-16.7%	-4.0
CC(=O)NC(NC(=S)Nc1c(C)n(C)n(-c2ccccc2)c1=O)C(Cl)(Cl)Cl (stereo not given)	-5.2	u	14.3%	10.1%	-6.4	-7.7%[11.4 µM]	-2.3
CCCc1cc(CN(C)C(=O)CC2C(=O)NCCN2Cc2ccccc2C)[nH]n1 (stereo not given)	2.5	5.7%	24.4%	x	-35.0	66.6%[activator]	-4.3
COc1cc(C2C(S(=O)(=O)c3ccccc3)CON2C)ccc1OCc1ccc(F)cc1 (stereo not given)	42.7*	-1.3%	17.0%	0.0%	u	102.5%[activator]	11.8
O=C(NCc1cccnc1)Nc1cccc(C(F)(F)F)c1	13.3	u	0.0%	-2.0%	-69.6*	-15.1%	-2.6
CN(C)CCOc1ccc(C(C)(C)c2ccccc2)cc1	-1.2	-2.4%	0.9%	u	-26.5	-10.6%	1.0
O=C(CCc1ccc(S(=O)(=O)NC2CCCCC2)cc1)N(Cc1ccccc1)Cc1ccccc1	1.1	-11.9%	-4.3%	-6.2%	u	-29.7%	-2.0
CCOC(=O)c1cc2sccc2n1CC(=O)Nc1ccc(OC)cc1	-7.2	u	-0.6%	5.7%	-7.2	-1.7%	1.0
CCN(c1ccccc1)S(=O)(=O)c1ccc(OC)c(NC(=O)CN2C(=O)NC(C)(C)C2=O)c1	x	3.3%	3.9%[11.6 µM]	x	23.4	22.1%	x
c1cncc(-c2nnc3sc(C4CCCCC4)nn23)c1	12.2	9.2%	0.2%	7.8%	-25.8	-16.5%	1.0
C/C(=N\NC(=O)c1cc(C)nc2ccccc12)c1cccs1	-3.7	-1.6%	34.6%[activator]	1.7%	-38.6	-2.6%	-1.2
CCOC(=O)N1CCN(C(=O)C2CCN(S(=O)(=O)CC)CC2)CC1	-18.8	1.6%	3.5%	-3.0%	-1.1	-4.2%	-1.4
COc1ccc2nc(C)c(C(=O)OCCN(C)C)cc2c1	1.0	-13.1%	x	-0.8%	x	-12.0%	-1.8
COc1ccc2c(c1)C(=O)CC(c1ccc3c(c1)OCCO3)O2 (stereo not given)	61.4*	2.6%	-9.1%	5.3%	64.7	-3.5%	43.3*
COc1ccc(NC(=O)N2CCCC2C(=O)NCc2ccccc2Cl)cc1 (stereo not given)	-3.1	0.8%	-13.5%	-6.9%	0.4	-11.7%	-3.4
CC(CCc1ccccc1)NC(=O)Cc1cccs1 (stereo not given)	9.1	-7.3%	-0.6%	-1.7%	-1.9	-20.3%	2.4
COc1cccc(NC(=O)COC(=O)Cc2ccc(Br)cc2)c1	-2.7	4.4%	-8.3%	-5.3%	-1.4	-19.4%	10.1
Cc1ccc(-c2nc(SC(C)C(=O)N3CCOCC3)n[nH]2)cc1 (stereo not given)	2.5	0.5%	-4.2%	x	20.9	-12.9%	3.2
Cc1ccnc(NC(=O)c2cccc(S(=O)(=O)N3CCN(c4ccccc4)CC3)c2)c1	x	-11.1%	-4.8%	x	25.0	-17.4%	x
Nc1ccccc1-c1nc2ccccc2c(=O)o1	29.1*	u	29.4%	6.3%	39.6	-29.3%	17.5*
CCC(NC(=O)CNC(=O)CNC(=O)c1ccc(Cl)cc1Cl)c1ccc(C)cc1 (stereo not given)	-4.3	-5.6%	6.8%	4.7%	-34.8	110.8%[activator]	-4.0
COc1ccc(OC)c(CCNC(=O)C(C)n2nc(C)c3c(C)n(-c4ccccc4)nc3c2=O)c1 (stereo not given)	19.6	-1.7%	11.0%	x	-10.4	29.5%	-6.1
COc1cc(C(=O)N2CCN(C(=O)c3ccccc3)CC2)cc(OC)c1OC	-10.8	-8.6%	-2.4%	0.0%	26.7	0.2%	-5.4
CCOc1ccccc1N(CC(=O)Nc1ccc2c(c1)OCCO2)S(C)(=O)=O	25.0	u	-8.9%	-1.4%	-28.6	-2.3%	-1.3
C/C(N)=C(/C#N)C(=O)CSc1nc2ccccc2[nH]1	66.5*	1.2%	-19.9%	2.3%	94.7	-23.9%	35.0*
Cc1cc(C(=O)CS(=O)c2ccc(F)cc2)cc(C)c1OC(=O)N(C)C (stereo not given)	50.7	u	1.0%	2.0%	4.2	47.9%	19.5
COc1ccc(CNCCC(c2ccc(F)cc2)c2ccc(OC)cc2)cc1 (stereo not given)	-17.2	u	-1.6%[11.6 µM]	3.1%	-22.4	7.2%	-7.7
CCCCn1c(SCC(=O)N2CC(C)CC(C)C2)nc2cc(S(N)(=O)=O)ccc21 (stereo not given)	2.1	u	-5.9%	-11.9%	21.9	-10.8%	-5.4
CSc1nc(Sc2ccccc2)c2ccccc2n1	-0.8	-2.2%	55.9%[activator]	15.5%	-19.7	-23.7%	1.2
CCOC(=O)C1(Cc2cccc(OC)c2)CCCN(C(=O)CCN2CCCO2)C1 (stereo not given)	147.5*	-0.9%	-9.8%	x	21.6	87.8%[activator]	56.7*
O=S(=O)(Nc1cccc(CCc2ccccn2)c1)c1cc(Cl)ccc1Cl	9.4	-0.2%	-6.3%	-0.3%	8.0	-12.9%	0.7
CC(OC(=O)Cc1ccsc1)C(=O)Nc1ccc(Cl)cn1 (stereo not given)	x	u	0.1%	x	-18.9	-34.8%	x
CCOc1ccc(OCCSc2nc(C)cc(=O)[nH]2)cc1	124.2*	u	-0.9%	-1.3%	60.1	-8.9%	29.8*
Cc1[nH]c2ccccc2c1/C=C(\C#N)C(=O)NCC1CCCO1 (stereo not given)	16.0	2.8%	-0.7%	-12.8%	-7.7	-4.8%	18.3*
Cc1cc(Br)c2[nH]c3c(c2c1)CCCC3=O	13.6	-7.0%	-3.2%	-0.3%	-7.9	12.0%	9.2
COc1cc(C(=O)Nc2cc(-c3nc4cc(C)ccc4o3)ccc2C)cc(OC)c1OC	15.1	-7.6%	0.9%	-0.8%	7.8	-0.4%	8.9
CCOc1ccc2c(C)cc(=O)oc2c1OCC	-9.0	-2.4%	5.2%	2.4%	-1.9	9.5%	13.7
CC(C)NC(=O)Nc1ccc2c(c1)C(=O)N([C@H](C)CO)C[C@@H](C)[C@@H](CN(C)C(=O)NC1CCCCC1)O2	x	x	11.2%	x	17.0	92.9%[activator]	x
NC(=O)c1ccc(N2CCC(C(N)=O)CC2)c([N+](=O)[O-])c1	-3.9	-6.9%	-3.5%	1.4%	-28.7	-2.3%	-2.9
CCOC(=O)c1c(N)sc(-c2ccccc2)c1C	68.0*	-10.8%	-16.9%	2.4%	-37.1	-22.1%	33.6*
COCCn1nnnc1C(c1ccccn1)N1CCN(c2cccc(C)c2C)CC1 (stereo not given)	-3.6	u	0.7%	-0.4%	-5.6	118.1%[activator]	-2.4
C[C@]12c3[nH]c4ccccc4c3CCN1C(=O)C(CC(=O)NCCCn1ccnc1)C[C@@H]2C(=O)N1CCCCC1 (stereo not given in full)	x	x	-13.2%	x	-14.4	189.2%[activator]	x
CCn1nc(C)c(CN2CCC(n3nccc3NC(=O)Cc3ccccc3)CC2)c1C	-14.0	-4.0%	0.4%	x	u	-13.6%	0.5
CCCCCCCNC(=O)C1(CC2CC(c3ccccc3)=NO2)CCN(C(=O)OC(C)(C)C)CC1 (stereo not given)	x	-8.1%	-2.4%	x	13.9	0.8%	x
O=C(O)C1CC=CCC1C(=O)NC1CCCCC1 (stereo not given)	3.1	1.2%	-10.0%	-8.7%	-4.5	-9.6%	-4.3
CCSc1nnc(NC(=O)/C=C/c2ccco2)s1	116.7*	-4.3%	-1.3%	-0.2%	33.0	-47.7%	30.1*
COc1ccc(CN2CCCC(CNC(=O)c3ccc(F)cc3)C2)c(F)c1 (stereo not given)	23.6	5.3%	7.0%	0.1%	u	1.5%	5.1
Cc1ccccc1-c1nc(CN2CCC(C(=O)NCc3cccs3)CC2)c(C)o1	-6.2	-0.3%	18.3%	-1.5%	21.1	56.9%	-2.2
COc1ccc(N(CC(=O)NC2CCCCCCC2)S(=O)(=O)c2c(C)nn(C)c2C)cc1	-6.4	-11.3%	-4.3%	5.8%	-9.9	52.7%[activator]	-1.0
OCCC1CN(Cc2cccc(-n3cccn3)c2)CCN1Cc1ccccc1 (stereo not given)	-2.0	-6.8%	-3.4%	-0.9%	3.8	35.3%	5.9

Next section.
mol	Shiga toxin inh	AmpC inh detg	AMA1-RON2 inh	FBPA Giardia inh	HCMV antiviral	AmpC no deterg	CHX counter
CCOc1ccccc1NC(=O)Cn1nnc(-c2ccc(OCC)c(OCC)c2)n1	-10.7	u	-1.1%	0.6%	11.0	36.0%	-1.6
Cc1nc2cc(NC(=O)N(C)c3ccc4ccccc4c3)ccc2o1	44.3	u	-3.5%	u	7.6	9.6%	10.5
COc1cccc(C(=O)Nc2cc(C(F)(F)F)ccc2Cl)c1	-6.0	-8.6%	16.3%	-10.6%	31.5	-19.9%	-2.8
O=C(Nc1ccc(F)cc1F)C1CCN(C(=O)c2ccc(Br)cc2)CC1	-5.3	1.6%	11.6%	4.6%	u	32.7%	-5.3
CCCCCCn1c(CN2CCCCC2CC)nc2c1c(=O)n(C)c(=O)n2C (stereo not given)	1.1	u	9.9%	0.4%	9.0	36.3%	-3.5
COC(CNC(=O)CN1CCN(Cc2ccccc2F)C1=O)OC	3.0	4.4%	2.0%	6.5%	18.6	-8.3%	0.8
O=C(COc1ccc(S(=O)(=O)N2CCOCC2)cc1)NC1CCCC1	-3.3	u	-2.3%	8.1%	4.5	-12.8%	-2.9
Cc1ccc2nc(-c3ccccc3)cc(C(=O)Nc3cccnc3)c2c1	x	6.5%	13.3%[11.6 µM]	x	-23.8	-14.7%	x
O=C(CSC1=NC2(CCCCCC2)N=C1c1ccccc1)Nc1ccc2c(c1)OCCO2	-5.9	u	-11.4%	-2.2%	u	18.8%	3.5

Screens: PubChem, National Center for Advancing Translational Sciences (NCATS)
